NCF1 inh: p47phox/p22phox peptide binding inhibitors, primary screen, biochemical, uHTS, NADPH oxidase regulatory subunit. Neutrophil cytosol factor 1 (Homo sapiens), P14598. fluorescence polarization, 2 h. inhibition, % at 24.7 µM. 0.53% of 220,000 active. AID 1274, 2008;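 active = inhibition above about 30%, limit read from the data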;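 also: 0% = p47phox with labelled peptide and 100% = labelled peptide alone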
Runt-SMMHC FRET: inhibitors of RUNX1 Runt–CBFb-SMMHC binding, primary screen, biochemical, FRET, Cerulean-Runt, Venus-CBFb-SMMHC, uHTS | Runt-related transcription factor 1 (Homo sapiens) + Core-binding factor subunit beta … | Cerulean-Runt/Venus-CBFb-SMMHC FRET ratio 530/480, 1 h | inhibition, % at 20 µM | 0.74% of 220,000 active | AID 1434, 2008;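 active = mean inhibition across duplicate retests at 20 µM reaching about 50%, limit read from the data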;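 also: 0% = DMSO wells and 100% = wells with excess untagged CBFb-SMMHC; inhibitors lower the FRET ratio by blocking Runt binding to CBFb-SMMHC; some results filed as inactive read as strong as hits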
EBV gp42 block: Epstein-Barr virus gp42 inhibitors, primary screen, biochemical, uHTS, fluorescence polarization; Glycoprotein 42 (Epstein-Barr virus (strain AG876)), Q1HVG2; AID 1085, 2008; 0.42% of 220,000 active; Fluorescence polarization binding assay, mP read-out; inhibition, % (tested at 21.74 µM); in the data active = inhibition above about 50%
Target sequence (Q1HVG2 whole entry, looked up): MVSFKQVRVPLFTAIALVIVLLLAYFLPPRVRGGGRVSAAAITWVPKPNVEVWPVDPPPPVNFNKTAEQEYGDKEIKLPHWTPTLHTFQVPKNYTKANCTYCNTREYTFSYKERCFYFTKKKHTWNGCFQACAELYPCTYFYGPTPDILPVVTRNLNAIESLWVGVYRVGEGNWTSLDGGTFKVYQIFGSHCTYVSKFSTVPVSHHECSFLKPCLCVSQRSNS
p97 inhibitor: inhibitors of human p97 ATPase, primary screen, biochemical | 0.42% of 220,000 active | recombinant p97 ATPase, Kinase-Glo ATP luminescence, 3 h | inhibition, % at 8 µM | AID 1481, 2009 | Transitional endoplasmic reticulum ATPase (Homo sapiens), P55072; in the data active = inhibition above about 15%;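 also: 0% = DMSO vehicle and 100% = wells lacking enzyme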
Furin inh: human furin inhibitors, primary screen, biochemical, fluorescence intensity. AID 463115, 2010. inhibition, % at 30 µM. 0.061% of 220,000 active. purified furin, fluorogenic substrate cleavage. P09958; in the data active = inhibition above about 25%; also: inactives centre near -15
Target sequence (P09958 108-714 limits assumed): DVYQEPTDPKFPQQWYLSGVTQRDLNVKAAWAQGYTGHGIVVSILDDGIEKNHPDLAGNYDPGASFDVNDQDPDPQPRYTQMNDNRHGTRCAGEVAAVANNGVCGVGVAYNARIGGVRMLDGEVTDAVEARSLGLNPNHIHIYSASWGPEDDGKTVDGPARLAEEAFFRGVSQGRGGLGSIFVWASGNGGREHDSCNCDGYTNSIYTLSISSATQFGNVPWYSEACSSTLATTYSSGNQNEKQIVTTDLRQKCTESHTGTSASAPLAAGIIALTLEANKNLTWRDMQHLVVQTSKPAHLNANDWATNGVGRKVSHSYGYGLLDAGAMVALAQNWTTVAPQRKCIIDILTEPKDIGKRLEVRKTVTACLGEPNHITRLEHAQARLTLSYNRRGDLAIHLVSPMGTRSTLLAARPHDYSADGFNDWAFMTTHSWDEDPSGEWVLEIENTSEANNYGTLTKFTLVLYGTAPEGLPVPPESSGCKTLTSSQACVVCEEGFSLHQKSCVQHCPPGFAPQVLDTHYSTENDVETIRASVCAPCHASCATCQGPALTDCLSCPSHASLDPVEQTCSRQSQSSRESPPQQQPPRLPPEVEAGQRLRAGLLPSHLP
TbHK1 inh: Trypanosoma brucei hexokinase 1 inhibitors, primary screen, biochemical, G6PDH-coupled NADH absorbance, MLSCN library. inhibition, % at 10 µM. 0.11% of 220,000 active. AID 1430, 2008. hexokinase 1 [Trypanosoma brucei]. recombinant TbHK1, G6PDH-coupled NADH A340;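 active = inhibition of 50% or more in the single-dose primary screen; inactive = inhibition below 50%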
Runt-CBFb FRET: inhibitors of RUNX1 Runt–CBFb binding, primary screen, biochemical, FRET, Cerulean-Runt, Venus-CBFb, uHTS; 0.46% of 220,000 active; Cerulean-Runt/Venus-CBFb FRET ratio 530/480, 1 h; Runt-related transcription factor 1 (Homo sapiens) + Core-binding factor subunit beta …; inhibition, % at 20 µM;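 active = inhibition over about 50% at 20 µM in the single-dose screen, limit read from the data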;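 also: 0% = DMSO wells and 100% = excess unlabeled CBFb competitor control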
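Assay system: Cerulean-tagged RUNX1 Runt domain (FRET donor) fusion protein / Amount: 100 nM each of Venus-CBFb and Cerulean-Runt domain / Medium: Tris buffer pH 7.5 with salts and BSA / Also added: Venus-CBFb 100 nM / Schedule: 1 h complex formation plus 1 h compound treatment, room temperature / Signal: FRET fluorescence / Read-out: loss of energy transfer signal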
RBBP9 inhibitor: human RBBP9 inhibitors, primary screen, biochemical, fluorescence polarization, FP-Rh probe, HTS. Serine hydrolase RBBP9 (Homo sapiens), O75884. recombinant RBBP9. inhibition, % at 7.94 µM. 0.2% of 220,000 active;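 active = inhibition above the campaign mean of all tested compounds plus 3 SD, cut at about 14% in these data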;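 also: plate controls were DMSO wells with RBBP9 for no effect and wells lacking RBBP9 protein for full effect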
Target sequence (O75884 whole entry, looked up): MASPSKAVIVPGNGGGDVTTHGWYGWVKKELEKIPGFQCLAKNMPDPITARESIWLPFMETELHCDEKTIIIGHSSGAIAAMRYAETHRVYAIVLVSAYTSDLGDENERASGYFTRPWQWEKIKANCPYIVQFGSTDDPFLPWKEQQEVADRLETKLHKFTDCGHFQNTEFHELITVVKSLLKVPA
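system = RBBP9 protein | input = RBBP9 at 2.5 µM in dispensed solution, before mixing | measured by = fluorescence polarization (mP), excitation 525 nm, emission 598 nm | incubation = enzyme-compound preincubation 30 min, then probe labeling 45 min, 25 °C | buffer or medium = Tris-NaCl-Pluronic buffer, pH 8.0 | compound = single dose 7.94 µM | also added = FP-Rh probe, 375 nM dispensing solution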
Calpain2 inh: inhibitors of pig calpain II, primary screen, biochemical, fluorogenic peptide substrate, 1536-well; inhibition, % at 16 µM; purified calpain II, 30 min; 0.37% of 220,000 active; AID 1236, 2008;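 active = inhibition above about 50%, limit read from the data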
The depositor's hits bear a star; i = inactive; x = no result given; [ ] = another dose, or the depositor's remark.

1. C=CCn1c(SCC(=O)NC2CCCc3ccccc32)nnc1-c1ccncc1 (stereo not given)
2. CC(/C=N/NC(=O)C(O)c1ccccc1)=C\c1ccccc1 (stereo not given)
3. COc1cc(/C=C/C(=O)C2C(=O)C=C(C)OC2=O)cc(OC)c1O (stereo not given)
4. COc1cc(OC)c(-c2noc(C(=O)OC(C)(C)C)c2C(=O)OC(C)(C)C)c(OC)c1
5. COCc1nnc(N)s1
6. Cc1ccc(Sc2cc(C)nc(-c3ccccn3)n2)cc1
7. O=C(CCNS(=O)(=O)c1cccc2nsnc12)Nc1ccc2c(c1)OCCO2
8. Cc1ccc(NC(=S)NCCC(c2ccccc2)c2ccccc2)c(C)c1

assay / compound,1,2,3,4,5,6,7,8
NCF1 inh,-9,-14,-24,17,-12,-1,0,-9
Runt-SMMHC FRET,2,-2,-36,-9,-1,1,-3,2
EBV gp42 block,-10,4,-22,14,-14,-11,9,-11
p97 inhibitor,4,1,9,-1,7,-3,-3,3
Furin inh,-8,-13,-9,-7,-19,-22,-14[20 µM],-12[20 µM]
TbHK1 inh,37,-6,-23,-14,4,-10,-15,14
Runt-CBFb FRET,-1,-1,-3,-5,0,2,0,4
RBBP9 inhibitor,4,-3,-4,-2,-7,-3,3,-18
Calpain2 inh,-10,10,-4,8,-15,-19,-14,6

9. O=S(=O)(NCc1ccc(Cl)cc1)c1cnc[nH]1
10. CCOc1ccc(C(=O)CC(NCc2cccs2)C(=O)O)cc1 (stereo not given)
11. NC(=O)c1ccc(NC(=O)COC(=O)c2c3c(nc4ccccc24)/C(=C\c2cccs2)CCC3)cc1
12. COc1ccc(C2/C(=C(/O)c3ccc(C)cc3)C(=O)C(=O)N2CC2CCCO2)cc1OC (stereo not given)
13. O=C(Nc1cc(C(F)(F)F)ccc1N1CCCCC1)c1ccco1
14. COc1ccc(C(=O)O/N=C(\C)c2ccccc2)cc1
15. O=C(NC1CSC/C1=N\O)c1ccccc1 (stereo not given)
16. CC(C)C[C@H](N)c1nnc(S(=O)(=O)Cc2cccc(F)c2)o1

assay / compound,9,10,11,12,13,14,15,16
NCF1 inh,-13,-10,-87,2,-5,-17,-1,-7
Runt-SMMHC FRET,-2,22,-16,x,0,3,0,-3
EBV gp42 block,-2,6,-32,-3,-21,6,5,-13
p97 inhibitor,-3,1,12,-2,1,-29,6,3
Furin inh,-5[20 µM],-14,-4,-8,-15[20 µM],-1[20 µM],-34,-18
TbHK1 inh,4,-7,-15,-30,1,0,2,1
Runt-CBFb FRET,2,22,-21,x,-1,-1,-1,-4
RBBP9 inhibitor,-5,2,-51,-14,9,-7,7,2
Calpain2 inh,5,1,-44,6,-206,33,-3,2

17. COc1ccc(NS(=O)(=O)c2ccc(Oc3cccc(C(=O)O)c3)cc2)cc1
18. Cc1ccc(-c2cnc(NC(=O)CCC(=O)N(C)Cc3ccccc3)n2C)cc1
19. COc1cccc(NC(=O)Nc2ccccc2SC)c1
20. O=S1(=O)CC(O)C(NCc2ccco2)C1 (stereo not given)
21. CC(C)(O)C(=O)NNC(=S)NCc1ccco1
22. CC1CN(Cc2c(O)ccc3c(=O)c(-c4ccccc4)coc23)CC(C)O1 (stereo not given)
23. S=C(NCC1CCCO1)Nc1cccc(Cl)c1 (stereo not given)
24. CCCCn1nc(NC(=O)c2cccs2)c2cc3cc(OC)ccc3nc21

assay / compound,17,18,19,20,21,22,23,24
NCF1 inh,-1,-11,0,-5,-8,4,-10,x
Runt-SMMHC FRET,1,1,-17,3,0,x,0,78*
EBV gp42 block,-4,4,-5,-13,-12,0,-8,x
p97 inhibitor,-1,-2,-2,-1,6,-7,5,5
Furin inh,-11,-14[20 µM],-9,-21,-26,-21,-20,-9
TbHK1 inh,-1,-3,8,3,-1,-18,3,22
Runt-CBFb FRET,-2,-4,0,-1,1,x,4,67*
RBBP9 inhibitor,-4,-8,-6,-3,0,-2,-5,1
Calpain2 inh,-7,-11,19,-1,6,i,-25,x

25. Clc1ccc(-n2cc(-c3ccc(Br)cc3)[n+]3c2CCCCC3)cc1
26. COC(=O)C1=C(C)N(C)C(C)=C(C(=O)OC)C1c1ccncc1
27. Cc1c(N2C(=O)/C(=C/c3cccc4ccccc34)SC2=S)c(=O)n(-c2ccccc2)n1C
28. CCN(CC(=O)NC(C)(C)C)C(=O)CCl
29. CCOc1cc(/C=C2\C(=O)N(c3cccc(C(F)(F)F)c3)C(=O)c3ccccc32)ccc1O
30. CCOc1ccc(C2CC(c3ccc(OC)cc3)n3ncnc3N2)cc1 (stereo not given)
31. CC(C)C(c1nnnn1Cc1cccs1)N1CCN(c2ccccc2)CC1 (stereo not given)
32. CN1C(=O)CCC1(O)c1ccccc1 (stereo not given)

assay / compound,25,26,27,28,29,30,31,32
NCF1 inh,-10,-11,x,1,-7,-2,-10,-16
Runt-SMMHC FRET,-4,4,x,2,-11,1,4,0
EBV gp42 block,-10,8,x,-17,15,4,-25,-3
p97 inhibitor,9,-2,0,1,4,-3,-6,-5
Furin inh,-17,-10[20 µM],-27[20 µM],-12,-21,-18,-12,-15[20 µM]
TbHK1 inh,7,-14,-3,-4,-19,4,2,-3
Runt-CBFb FRET,1,-1,x,1,-1,0,-2,-1
RBBP9 inhibitor,4,-5,-4,-9,-8,-6,-1,-8
Calpain2 inh,-9,-7,x,17,-36,20,1,-2

Taken from above:
Entry of entry 31 in Calpain2 inh: 1
Entry of entry 30 in Furin inh: -18
Entry of entry 27 in Furin inh: -27[20 µM]
Entry of entry 29 in NCF1 inh: -7

Exported with values ahead of the structure: 4 of the compounds above.
nr	NCF1 inh	Runt-SMMHC FRET	EBV gp42 block	p97 inhibitor	Furin inh	TbHK1 inh	Runt-CBFb FRET	RBBP9 inhibitor	Calpain2 inh	Compound
26	-11	4	8	-2	-10[20 µM]	-14	-1	-5	-7	COC(=O)C1=C(C)N(C)C(C)=C(C(=O)OC)C1c1ccncc1
27	x	x	x	0	-27[20 µM]	-3	x	-4	x	Cc1c(N2C(=O)/C(=C/c3cccc4ccccc34)SC2=S)c(=O)n(-c2ccccc2)n1C
28	1	2	-17	1	-12	-4	1	-9	17	CCN(CC(=O)NC(C)(C)C)C(=O)CCl
29	-7	-11	15	4	-21	-19	-1	-8	-36	CCOc1cc(/C=C2\C(=O)N(c3cccc(C(F)(F)F)c3)C(=O)c3ccccc32)ccc1O

Continued.
33. O=C(OCc1cccc([N+](=O)[O-])c1)c1cc(=O)[nH]c2ccccc12
34. O=C(O)c1ccccc1OCc1ccccc1Cl
35. CC(=O)c1nc(N2C(=O)CC(Cc3cc(C)cc(C)c3)C2=O)sc1C (stereo not given)
36. CC(NC(=O)CCc1nnc(Cc2cccc(C(F)(F)F)c2)o1)C1CC1 (stereo not given)
37. O=C(/C=C/c1cc([N+](=O)[O-])ccc1OC(F)F)Nc1cccc([N+](=O)[O-])c1
38. O=C(OCc1nc2ccccc2s1)c1ccco1
39. CCC(=O)N1CCc2cc(S(=O)(=O)CCC(=O)Nc3ccc(C)c(F)c3)ccc21
40. O=C(Oc1ccc(=O)n(-c2ccccc2)n1)c1ccccc1

assay / compound,33,34,35,36,37,38,39,40
NCF1 inh,-1,-7,-12,-13,4,-5,-13,4
Runt-SMMHC FRET,-2,2,-2,2,-2,2,-1,-2
EBV gp42 block,-12,-1,5,-16,-1,-12,-7,-13
p97 inhibitor,4,-1,-2,2,1,1,-1,-2
Furin inh,-29,-10,-8,-26,-11,-14,-11[20 µM],-16[20 µM]
TbHK1 inh,1,-9,28,-4,-18,2,6,-4
Runt-CBFb FRET,0,3,-2,1,-1,0,-4,0
RBBP9 inhibitor,-3,-6,1,-4,-2,-5,1,-11
Calpain2 inh,-31,-5,-10,-44,21,6,7,21

Some of these compounds in order of molar mass, highest first.
36. CC(NC(=O)CCc1nnc(Cc2cccc(C(F)(F)F)c2)o1)C1CC1 (stereo not given)
35. CC(=O)c1nc(N2C(=O)CC(Cc3cc(C)cc(C)c3)C2=O)sc1C (stereo not given)
34. O=C(O)c1ccccc1OCc1ccccc1Cl

assay / compound,36,35,34
NCF1 inh,-13,-12,-7
Runt-SMMHC FRET,2,-2,2
EBV gp42 block,-16,5,-1
p97 inhibitor,2,-2,-1
Furin inh,-26,-8,-10
TbHK1 inh,-4,28,-9
Runt-CBFb FRET,1,-2,3
RBBP9 inhibitor,-4,1,-6
Calpain2 inh,-44,-10,-5

The list goes on.
41. Cc1cc(C)n(-c2nc3ccccc3n3cnnc23)n1
42. C/C(N)=C(/C#N)C(=O)COC(=O)C1CCN(C(=O)c2ccc(Cl)cc2)CC1
43. COc1cc(NC(=S)Nc2ccccn2)cc(OC)c1OC
44. NNC(=O)CSc1nnnn1-c1ccccc1
45. O=C(C[n+]1cc(-c2ccc(F)cc2)n2c1CCC2)c1cccs1
46. Cn1nnnc1SCc1nnc(-c2ccccc2Br)o1
47. Cc1sc2c(c1C)C(=O)/C(=C\Nc1ccccn1)S(=O)(=O)N2C
48. O=S1(=O)CCN(Cc2ccccn2)CC1

assay / compound,41,42,43,44,45,46,47,48
NCF1 inh,-4,1,0,-6,-3,8,5,-12
Runt-SMMHC FRET,-5,1,2,-4,-2,0,-70,3
EBV gp42 block,-19,-17,-3,-13,-11,-14,-5,-14
p97 inhibitor,7,-2,-5,12,2,-4,-7,0
Furin inh,-13,-31,-6,-12,-18,-16[20 µM],-17,-30
TbHK1 inh,-27,0,7,-5,2,3,8,-5
Runt-CBFb FRET,0,0,1,0,2,0,-6,4
RBBP9 inhibitor,-5,3,-4,1,2,-7,-2,-7
Calpain2 inh,4,26,32,8,16,-2,-68,-12

49. CCOc1[nH]n(-c2ccccc2)c(=O)c1C=Nc1ccccc1
50. Cc1ccc(C(C)C)cc1NC(=O)Nc1ccc([N+](=O)[O-])cc1
51. Cc1ccc(SCC(=O)Nc2cccnc2)cc1
52. Cc1ccc(-c2nnc(NCc3ccccc3)c3ccccc23)cc1
53. CCOP(=O)(OCC)c1nc(Cc2ccccc2)oc1NCc1ccccc1
54. C=COCCNC(=S)N1CCOCCOCCN(C(=S)NCCOC=C)CCOCC1
55. Cc1ccc(C(=O)N/N=C/c2nc3ccccc3n2C)cc1
56. COc1cc(-c2nnc(SCC(=O)NC3CCS(=O)(=O)C3)o2)cc(OC)c1OC (stereo not given)

assay / compound,49,50,51,52,53,54,55,56
NCF1 inh,5,-15,x,-2,-9,2,-4,-5
Runt-SMMHC FRET,-2,-1,x,-1,3,0,-5,2
EBV gp42 block,0,14,x,-8,-11,-12,-11,-23
p97 inhibitor,0,2,2,-1,-9,2,-3,4
Furin inh,0,-18,-13[20 µM],-5,-8,-27,-13[20 µM],-22
TbHK1 inh,-20,-17,8,0,-14,-5,-16,3
Runt-CBFb FRET,-3,2,x,1,-3,0,-1,-1
RBBP9 inhibitor,-10,-17,-6,-4,-3,-7,-9,-6
Calpain2 inh,-16,12,x,17,-2,12,-396,8
